# hgDAF12 agonist: hgDAF-12 agonism, primary luciferase screen; HEK293 GAL4-hgDAF12 UAS-luciferase reporter, agonist luminescence; normalized to butyrate control; activation, % at 6.8 µM; hit rate 1.8% among 370,000; AID 687014;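 active means activation above a cutoff set at the mean of all screened compounds plus 3 SD, cut at about 10% in these data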;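 further: 0% = DMSO wells and 100% = sodium butyrate wells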
# MBD2 DNA inh: blocks human MBD2 binding to methylated DNA; inhibition, % at 4.4 µM; hit rate 0.31% among 370,000; TR-FRET, MBD2 binding to methylated oligonucleotide; in the data active means inhibition above about 13%
# Target sequence (Q9UBB5 whole entry, looked up): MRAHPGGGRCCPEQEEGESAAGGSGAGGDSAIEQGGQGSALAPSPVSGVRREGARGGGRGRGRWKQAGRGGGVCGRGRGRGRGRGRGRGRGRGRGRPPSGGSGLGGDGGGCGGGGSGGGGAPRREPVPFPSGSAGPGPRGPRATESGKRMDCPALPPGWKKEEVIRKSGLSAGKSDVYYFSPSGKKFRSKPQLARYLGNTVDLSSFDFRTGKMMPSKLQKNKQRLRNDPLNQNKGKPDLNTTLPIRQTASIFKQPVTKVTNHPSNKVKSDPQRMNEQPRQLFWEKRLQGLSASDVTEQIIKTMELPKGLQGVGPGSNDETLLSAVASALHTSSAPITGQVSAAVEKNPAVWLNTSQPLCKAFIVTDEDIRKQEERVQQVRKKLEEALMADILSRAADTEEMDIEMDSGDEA
# PLCg1 inh: PLC-gamma1 (human) inhibition, primary screen | inhibition, % at 12.2 µM | hit rate 0.84% among 370,000 | AID 720700 | purified PLC-gamma1, fluorogenic substrate, fluorescence; in the data active means inhibition above about 9.5%
# Rev-erbA mod: modulates human Rev-erb alpha binding to DNA; hit rate 0.79% among 370,000; Rev-erbα–FITC-DNA binding, fluorescence polarization, 90 min; activity, % at 10 µM; AID 1259318; P20393;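 active means activity above about 14%, limit read from the data; passing the limit was not always enough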;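 further: 0% = DMSO wells with 35 nM protein and 100% = DMSO wells with 750 nM protein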
# PLC-beta3 inh: blocks human PLC-beta3 enzyme activity | inhibition, % at 12.2 µM | hit rate 0.18% among 370,000 | Q01970 | Purified PLC-beta3, fluorogenic substrate, fluorescence; in the data active means inhibition above about 11%;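 further: 0% = median of compound wells on plate and 100% = full blocker control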
# DAX1 inh-1: inhibitors of human orphan nuclear receptor DAX1 (NR0B1) | AID 504766 | inhibition, % at 6.75 µM | hit rate 0.99% among 340,000 | HEK293 Gal4-DAX1 luciferase reporter, luminescence | P51843;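 active means inhibition above the mean over all tested compounds plus 3 SD, cut at about 4.2% in these data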;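 further: 0% = DAX1-transfected cells with DMSO and 100% = empty-vector control cells with DMSO; inhibition shows as a rise in luminescence from relieved DAX1 repression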
# hcDAF-12 act: activates DAF-12 receptor from parasite H. contortus | activation, % at 6.8 µM | hit rate 1.4% among 370,000 | HEK293 hcDAF-12 lit1-tk-luc reporter, luminescence; 0% DMSO, 100% Δ7-dafachronic acid | AID 652067;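 active means activation above the mean of all tested compounds plus 3 SD, cut at about 5.5% in these data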;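 further: 100% = response to 3 µM Δ7-dafachronic acid high control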
# ADAM17 inh: inhibits human ADAM17; inhibition, % at 6.95 µM; recombinant ADAM17, EDANS/DABCYL FRET peptide cleavage; P78536; hit rate 0.83% among 370,000;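 active means inhibition above the mean of compounds lying between control limits plus 3 SD, set per campaign, cut at about 8.5% in these data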;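 further: 0% = DMSO-only wells as the low control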
# Target sequence (P78536 215-824 limits assumed): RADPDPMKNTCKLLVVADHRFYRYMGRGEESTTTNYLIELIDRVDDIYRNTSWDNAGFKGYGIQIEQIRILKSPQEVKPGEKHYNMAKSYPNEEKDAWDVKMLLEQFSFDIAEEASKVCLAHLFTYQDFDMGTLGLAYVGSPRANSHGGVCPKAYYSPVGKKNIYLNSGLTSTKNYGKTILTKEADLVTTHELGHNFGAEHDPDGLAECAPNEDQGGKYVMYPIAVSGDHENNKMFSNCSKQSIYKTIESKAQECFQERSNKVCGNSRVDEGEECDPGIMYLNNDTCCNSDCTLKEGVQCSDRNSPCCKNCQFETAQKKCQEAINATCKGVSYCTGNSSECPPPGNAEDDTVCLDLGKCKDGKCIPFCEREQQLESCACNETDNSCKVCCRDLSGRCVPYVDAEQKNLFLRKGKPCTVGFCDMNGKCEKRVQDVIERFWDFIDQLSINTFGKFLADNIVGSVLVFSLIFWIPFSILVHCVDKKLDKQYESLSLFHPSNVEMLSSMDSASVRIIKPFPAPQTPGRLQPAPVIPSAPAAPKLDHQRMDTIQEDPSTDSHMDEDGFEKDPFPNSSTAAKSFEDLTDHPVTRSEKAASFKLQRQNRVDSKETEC
# SMARCA2 act: increases SMARCA2 function in MMTV reporter cells. MG213 cells, MMTV-luciferase reporter, dexamethasone, overnight. activation, % at 9.1 µM. hit rate 1% among 370,000; in the data active means activation above about 7.8%;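 further: 0% = vehicle wells and 100% = reference activator wells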
# ssDAF-12 act: activates DAF-12 receptor from parasite S. stercoralis; HEK293 ssDAF-12/GRIP1 lit1-tk-luc reporter, luminescence; % of 3 µM dafachronic acid response; activation, % at 6.8 µM; hit rate 1% among 370,000;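 active means activation above the mean over all tested compounds plus 3 SD, cut at about 0.9% in these data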;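 further: 0% = DMSO-only wells and 100% = 3 µM delta7-dafachronic acid wells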
# DAX1 inh-2: blocks DAX1 repression of SF-1 activated StAR promoter | HEK293T StAR-luciferase reporter, SF-1/DAX-1 repression relief | inhibition, % at 6.8 µM | hit rate 1.1% among 370,000 | AID 652010;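 active means inhibition above the mean over all tested compounds plus 3 SD, cut at about 3.6% in these data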;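 further: 0% = DAX-1 cells with DMSO and 100% = cells lacking DAX-1 with DMSO; higher inhibition means more luminescence from relief of DAX-1 repression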
# Numbers without * were called inactive; / = no result given.
(1) CN1C(=O)C(C)(C)c2cc(S(=O)(=O)N3CCCC(C(=O)NCc4ccc(F)cc4)C3)ccc21 (stereo unspecified)
(2) Cc1cc(Cl)ccc1OC(C)C(=O)NC(C)C1CCCO1 (stereo unspecified)
(3) Cc1cccn2c(=O)c3cc(C(=O)NC(C)c4ccccc4)c(=N)n(CCCn4ccnc4)c3nc12 (stereo unspecified)
(4) CCNC(=O)CN(c1ccccc1)S(=O)(=O)c1ccc(Cl)cc1
(5) CCS(=O)(=O)N1Cc2ccccc2CC1C(=O)Nc1ccc(OC)c(OC)c1 (stereo unspecified)
(6) CC(C)Cn1c(=S)[nH]c2cc(Cl)ccc21
(7) O=C(CCN1C(=O)/C(=C\c2ccccc2F)SC1=S)N1CCOCC1
(8) COc1ccc(C2=NOC(C(=O)Nc3ccc4c(c3)OCCO4)C2)cc1OC (stereo unspecified)

Compound,1,2,3,4,5,6,7,8
hgDAF12 agonist,-1.2,-2.0,11*,0.1,-2.3,5.4,1.6,-3.2
MBD2 DNA inh,-1,3,-5,-9,-1,5,-8,2
PLCg1 inh,5,-1,-180,-5,-1,0,0,3
Rev-erbA mod,-1,-4,3,-5,5,-8,-8,4
PLC-beta3 inh,8,-5,-272,2,-5,-6,0,-6
DAX1 inh-1,1.1,0.8,3.7,1.1,-1.6,0.9,0.5,-0.5
hcDAF-12 act,-1.5,-1.9,-0.5,-1.1,0.1,0.7,0.2,-2.0
ADAM17 inh,-2,-6,-332,0,2,-3,2,-3
SMARCA2 act,1,1,3,2,1,1,1,-2
ssDAF-12 act,-1.6,-0.5,-2.0,-1.4,-0.7,-1.5,-1.1,-0.8
DAX1 inh-2,-0.8,-1.0,0.3,-0.2,0.2,-1.3,0.2,-1.1

# Another view of 7 compounds above:
# Each structure is followed by: hgDAF12 agonist, MBD2 DNA inh, PLCg1 inh, Rev-erbA mod, PLC-beta3 inh, DAX1 inh-1, hcDAF-12 act, ADAM17 inh, SMARCA2 act, ssDAF-12 act, DAX1 inh-2
[7] O=C(CCN1C(=O)/C(=C\c2ccccc2F)SC1=S)N1CCOCC1
→ 1.6, -8, 0, -8, 0, 0.5, 0.2, 2, 1, -1.1, 0.2
[1] CN1C(=O)C(C)(C)c2cc(S(=O)(=O)N3CCCC(C(=O)NCc4ccc(F)cc4)C3)ccc21 (stereo unspecified)
→ -1.2, -1, 5, -1, 8, 1.1, -1.5, -2, 1, -1.6, -0.8
[8] COc1ccc(C2=NOC(C(=O)Nc3ccc4c(c3)OCCO4)C2)cc1OC (stereo unspecified)
→ -3.2, 2, 3, 4, -6, -0.5, -2.0, -3, -2, -0.8, -1.1
[4] CCNC(=O)CN(c1ccccc1)S(=O)(=O)c1ccc(Cl)cc1
→ 0.1, -9, -5, -5, 2, 1.1, -1.1, 0, 2, -1.4, -0.2
[5] CCS(=O)(=O)N1Cc2ccccc2CC1C(=O)Nc1ccc(OC)c(OC)c1 (stereo unspecified)
→ -2.3, -1, -1, 5, -5, -1.6, 0.1, 2, 1, -0.7, 0.2
[2] Cc1cc(Cl)ccc1OC(C)C(=O)NC(C)C1CCCO1 (stereo unspecified)
→ -2.0, 3, -1, -4, -5, 0.8, -1.9, -6, 1, -0.5, -1.0
[6] CC(C)Cn1c(=S)[nH]c2cc(Cl)ccc21
→ 5.4, 5, 0, -8, -6, 0.9, 0.7, -3, 1, -1.5, -1.3

# The listing continues.
(9) O/N=C(/CCc1ccccc1)C1(O)CCCCC1
(10) CC(C)C[C@H]1CN(CCCC[C@@H]2CNC(=O)C(=O)N2CCc2ccccc2)C(=O)C(=O)N1Cc1ccccc1
(11) CCOC(=O)C(C)c1nc2ccccc2[nH]c1=O (stereo unspecified)
(12) COC(=O)c1cc(=O)n(CCc2ccccc2)c(=Nc2ccc(F)cc2)s1
(13) c1ccn2cc(-c3ccc4c(c3)OCCO4)nc2c1
(14) COc1ccccc1-c1nnc(NC(=O)c2ccccc2F)o1
(15) COc1cc(NC(=O)C2CC(c3c(F)cccc3Cl)=NO2)c(OC)cc1Cl (stereo unspecified)
(16) COc1ccc(C/C(C)=N/NC(=S)Nc2ccccc2)cc1

Compound,9,10,11,12,13,14,15,16
hgDAF12 agonist,-0.1,1.1,1.0,-0.8,2.1,0.0,0.7,9.1
MBD2 DNA inh,-1,2,0,-1,-1,0,-1,4
PLCg1 inh,1,1,-21,2,-86,0,-3,1
Rev-erbA mod,-1,0,4,6,-1,-5,5,5
PLC-beta3 inh,1,2,-38,8,-130,2,-6,-2
DAX1 inh-1,2.4,/,-0.3,0.0,-5.1,-0.1,0.0,2.6
hcDAF-12 act,-2.9,-0.7,-1.6,3.0,3.6,1.6,0.3,1.6
ADAM17 inh,-1,-5,-48,-2,-177,0,-3,-1
SMARCA2 act,1,-4,-2,-1,-4,0,0,0
ssDAF-12 act,-1.8,-0.6,-0.8,-0.7,-1.1,-0.5,-0.6,0.0
DAX1 inh-2,0.8,-0.5,0.1,1.0,3.6,1.0,0.5,0.9

(17) CC[n+]1oc(-c2ccccc2)cc1C
(18) C=CCn1c(SCC(=O)Nc2ccc(Cl)cn2)nnc1C1CC1
(19) CO/N=C/c1ccc(N2CCN(C(=O)c3cccc(Cl)c3)CC2)c([N+](=O)[O-])c1
(20) COc1ccccc1N(C(=O)Cn1nnc2ccccc21)C(C(=O)NCc1ccco1)c1ccc(C)o1 (stereo unspecified)
(21) CC1(C)CC(NC(=O)Cc2ccc(Cl)cc2)CC(C)(C)N1
(22) NCCCC[C@H]1CNC(=S)N1CC1(c2ccccc2)CC1
(23) Cc1cc(C(=O)NC2CCCc3ccccc32)no1 (stereo unspecified)
(24) COc1ccc(NC(=O)C2(c3ccccc3)CCCC2)cc1

Compound,17,18,19,20,21,22,23,24
hgDAF12 agonist,-0.3,0.2,-0.6,0.1,-2.4,-2.0,3.1,1.0
MBD2 DNA inh,1,1,-2,2,2,-2,4,0
PLCg1 inh,-5,2,3,3,3,8,-3,6
Rev-erbA mod,-2,1,-2,-1,-2,-2,1,-1
PLC-beta3 inh,-2,-6,2,0,-4,2,1,-3
DAX1 inh-1,-0.1,-0.5,1.1,1.2,-0.3,-0.8,0.1,0.1
hcDAF-12 act,3.4,1.9,0.5,-2.0,-0.8,-2.4,-0.1,1.8
ADAM17 inh,-4,2,-2,-3,-1,6,-3,3
SMARCA2 act,-3,-1,6,0,-2,-2,1,1
ssDAF-12 act,0.5,-1.1,-1.0,-0.8,-1.0,-1.4,-1.7,-2.2
DAX1 inh-2,0.8,0.8,-0.2,-1.0,0.2,0.2,0.9,-0.5

(25) Nc1ccc(-c2ccc(N)cc2C(F)(F)F)c(C(F)(F)F)c1
(26) CC(C)OC(=O)c1nnn(-c2nonc2N)c1CN1CCCCCC1
(27) O=C(CN1C2=NCCCN2c2ccccc21)c1cccs1
(28) COc1ccc(-c2nc3c4ccccc4ccn3c2CN2CCCCC2)cc1OC
(29) COc1cccc2cc(C(=O)N3CCN(C(=O)c4ccccc4)CC3)c(=O)oc12
(30) Cc1cc(CSc2ccccc2)ccc1NC(=O)c1ccc(Br)cc1
(31) O=C(COc1ccc2ccccc2c1)Nc1nc2ccccc2[nH]1
(32) Cc1nnc(SCC(=O)Nc2ccc(Br)cc2)n(N)c1=O

Compound,25,26,27,28,29,30,31,32
hgDAF12 agonist,-2.4,1.3,2.4,2.5,-0.8,-0.1,3.2,-1.8
MBD2 DNA inh,4,-1,6,-6,3,-3,2,1
PLCg1 inh,0,8,0,-5,-30,0,-2,1
Rev-erbA mod,-4,-3,-1,3,1,3,-2,5
PLC-beta3 inh,0,-3,6,-14,-40,1,-4,-9
DAX1 inh-1,0.4,-0.9,-0.6,0.3,0.6,0.5,-0.3,-0.3
hcDAF-12 act,-1.0,-0.2,-0.8,0.6,-1.7,1.3,1.3,-1.4
ADAM17 inh,1,5,1,-7,-6,0,-7,-3
SMARCA2 act,0,-3,1,-3,-6,1,-2,-1
ssDAF-12 act,-1.3,-1.6,-0.8,-1.2,-0.9,-1.1,-0.3,-1.3
DAX1 inh-2,-1.4,0.6,0.7,-0.5,0.6,-0.9,-0.1,-3.8

(33) O=C(NN=C(Cc1ccccc1)Cc1ccccc1)c1ccccc1F
(34) COc1ccc(-n2nc(C(=O)NCC(=O)O)c3ccccc3c2=O)cc1
(35) Cc1oc(/C=N/NC(=O)CN(c2ccccc2Cl)S(C)(=O)=O)cc1Br
(36) CCCOc1cccc(-c2cc(C(=O)N/N=C/c3ccccn3)c3ccccc3n2)c1
(37) CCOC(=O)C1CCN(C(=O)Cc2ccccc2OC)CC1
(38) CN(C)N1C(N)=C(C#N)C(c2cccc3ccccc23)C2=C1CC(c1ccccc1)CC2=O (stereo unspecified)
(39) O=C(ON=C1CCN(c2ccc([N+](=O)[O-])cc2)CC1)c1ccccc1
(40) CC1CCN(C(=O)c2ncn3c2C(=O)NC[C@@H]3C)CC1

Compound,33,34,35,36,37,38,39,40
hgDAF12 agonist,7.8,6.9,1.7,-5.8,3.2,-0.9,1.0,0.8
MBD2 DNA inh,6,-2,2,0,6,0,-1,-1
PLCg1 inh,-1,-13,-3,-12,-1,-8,9.9*,1
Rev-erbA mod,-7,6,-4,-8,5,4,6,5
PLC-beta3 inh,-10,-22,-7,-30,4,-8,0,0
DAX1 inh-1,4.0,-1.1,-0.4,-1.0,0.3,5.6*,-1.5,/
hcDAF-12 act,2.4,2.6,-1.1,-2.4,-0.2,0.4,0.5,-1.5
ADAM17 inh,-6,-2,5,-2,1,4,2,-2
SMARCA2 act,1,6,-1,-6,7,-1,-2,0
ssDAF-12 act,-0.8,-0.8,-1.2,-1.0,-1.3,-1.7,-0.9,-1.1
DAX1 inh-2,1.7,0.3,-0.9,-7.3,-0.9,0.0,-0.6,-0.8

(41) OCC[C@H]1C[C@@H](O)[C@H](O)[C@]2(CCCCO2)O1
(42) CCOC(=O)c1cc(C(=O)n2cc(Cl)cn2)nn1C
(43) COc1cccc(OCCOc2cccc(/C=N/n3cnnc3)c2)c1
(44) O=C(COC(=O)/C=C/c1ccc(C(F)(F)F)cc1)NCc1ccco1
(45) CCc1c(C)nc(N2CCN(c3ccc(F)cc3)CC2)[nH]c1=O
(46) COc1cc2c(cc1NC(=O)CN(C)Cc1ccc(OC)c(OC)c1)oc1ccccc12
(47) Cc1nc(SCC(=O)N(CC(C)C)C2CCS(=O)(=O)C2)c(C#N)c(C)c1C (stereo unspecified)
(48) Cc1ccc(NC(=O)CSc2nnc(CCNC(=O)OC(C)(C)C)o2)c(C)c1
(49) CCOc1ccc(N(CC(=O)N/N=C/c2ccc(OC(C)C)cc2)S(C)(=O)=O)cc1

Compound,41,42,43,44,45,46,47,48,49
hgDAF12 agonist,-1.0,-1.5,6.2,2.1,0.7,-1.4,-1.6,0.1,0.8
MBD2 DNA inh,-6,2,0,-2,-2,-4,-3,0,-1
PLCg1 inh,-2,8,1,3,4,-2,-2,1,-1
Rev-erbA mod,9,-7,5,-4,0,2,-7,-2,-2
PLC-beta3 inh,3,2,0,1,-4,-4,0,3,-1
DAX1 inh-1,0.4,-1.3,-1.3,0.0,1.8,-2.0,0.5,1.8,-0.9
hcDAF-12 act,0.7,-0.9,2.3,-1.0,-2.2,-4.7,-0.1,0.5,0.1
ADAM17 inh,-2,4,-1,0,-1,1,-2,0,0
SMARCA2 act,-1,5,10*,1,3,-2,-1,4,-2
ssDAF-12 act,-1.0,-0.3,-0.9,-0.6,-0.8,-2.7,-1.3,-1.1,-1.3
DAX1 inh-2,0.0,1.2,1.4,-0.2,-0.1,-1.4,-1.2,-1.4,-0.4

# Screens: PubChem BioAssay, several laboratories
